CAL PDZ FP: CAL PDZ peptide-binding inhibitors, primary screen, biochemical, fluorescence polarization, Cer-tagged CAL PDZ, HTS. actives 0.02% (n = 330,000). inhibition, % at 20 µM. AID 504414, 2011. Golgi-associated PDZ and coiled-coil motif-containing protein (Homo sapiens), Q9HD26. purified CAL PDZ, TMR-peptide fluorescence polarization, 1 h;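 active means highest replicate inhibition of at least 40%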;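 further: plate controls were DMSO neutral control wells for no effect and unlabeled competitor peptide control wells for full effect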
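Material: tagged CAL PDZ protein CerCALP, purified; buffer or medium: sodium phosphate/NaCl buffer pH 7.4 with TCEP, IgG, Thesit; also added: fluorescent TMR peptide probe; schedule: 1 h incubation at room temperature before polarization reading; technique: fluorescence polarization from S- and P-plane intensities, G-factor corrected; control set: unlabelled peptide and DMSO controls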
AddAB inh: growth inhibition of E. coli expressing H. pylori AddAB, primary screen, AddAB inhibitor project, absorbance. AID 435030, 2010. actives 0.29% (n = 330,000). inhibition, % at 11.9 µM; in the data active means inhibition above about 12%;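 further: 0% = vehicle wells of infected cells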
Wnt bcat act: Wnt/beta-catenin pathway activators, primary screen, cell-based, plate reader, single point | Wnt/beta-catenin reporter cell assay, activator | activation, % at 9.35 µM | actives 1.2% (n = 300,000); in the data active means activation above about 30%, passing the limit was not always enough;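 further: 0% = neutral control wells and 100% = positive control wells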
Tat transport: E. coli Tat export inhibitors, primary screen, MC4100, TorA-mCherry reporter, fluorescence, single point; inhibition, % at 10 µM; actives 0.036% (n = 340,000);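 active means mean replicate inhibition at least 50% and at least half of replicates individually reaching 50%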;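 further: exported cargo escapes ClpAP degradation while cytoplasmic cargo is degraded and loses fluorescence; 0% = median of neutral control wells and 100% = median of NaSCN control wells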
phage Ecoli inh: growth loss of phage-infected E. coli, primary screen, RecBCD inhibitor project, absorbance, with phage, HTS; inhibition, % at 11.9 µM; actives 0.26% (n = 360,000); AID 651602, 2012; in the data active means inhibition above about 11%
E coli growth: E. coli V3065 growth inhibition, primary screen, counter-screen for AddAB inhibitor project, absorbance, OD600 | 18 h | inhibition, % at 11.9 µM | actives 0.27% (n = 330,000) | AID 449728, 2010;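 active means inhibition above the campaign's mean inhibition across all tested compounds plus 3 SD, cut at about 9.9% in these data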;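 further: uninfected addAB+ strain grown without phage in ampicillin broth; 0% = DMSO wells and 100% = ciprofloxacin 0.95 µg/ml wells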
PvdQ acylase: P. aeruginosa PvdQ acylase inhibitors, primary screen, biochemical, fluorescence, plate reader and imaging, single point; inhibition, % at 10 µM; purified PvdQ acylase; AID 488965, 2010; actives 0.063% (n = 340,000); in the data active means inhibition above about 30%, passing the limit was not always enough;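 further: 0% = vehicle neutral wells and 100% = reference inhibitor wells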
PfHsp90 yeast 2: growth inhibition of PfHsp90-expressing yeast, primary screen, antimalarial PfHsp90 inhibitor project, S. cerevisiae, BacTiter-Glo luminescence, single point, set 2 | AID 504621, 2011 | inhibition, % at 9.4 µM | actives 0.32% (n = 310,000) | BacTiter-Glo ATP, 48 h; yeast lacking PDR1 and PDR3 efflux regulators;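 active means every replicate shows inhibition above about 80%, whatever the replicate mean, limit read from the data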;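 further: 0% = DMSO neutral controls and 100% = 20 µM radicicol positive controls; yeast relying on Plasmodium falciparum Hsp90 in place of its own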
DAGLB inhibitor: DAGLB lipase inhibitors, primary screen, biochemical, fluorescence, HTS. actives 0.059% (n = 340,000). AID 504411, 2011. HEK293T DAGLB membrane lysate, EnzChek fluorogenic substrate. inhibition, % at 5.17 µM; in the data active means inhibition above about 34%;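 further: 0% = enzyme with vehicle and 100% = wells lacking enzyme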
Target sequence (Q8NCG7 whole entry, looked up): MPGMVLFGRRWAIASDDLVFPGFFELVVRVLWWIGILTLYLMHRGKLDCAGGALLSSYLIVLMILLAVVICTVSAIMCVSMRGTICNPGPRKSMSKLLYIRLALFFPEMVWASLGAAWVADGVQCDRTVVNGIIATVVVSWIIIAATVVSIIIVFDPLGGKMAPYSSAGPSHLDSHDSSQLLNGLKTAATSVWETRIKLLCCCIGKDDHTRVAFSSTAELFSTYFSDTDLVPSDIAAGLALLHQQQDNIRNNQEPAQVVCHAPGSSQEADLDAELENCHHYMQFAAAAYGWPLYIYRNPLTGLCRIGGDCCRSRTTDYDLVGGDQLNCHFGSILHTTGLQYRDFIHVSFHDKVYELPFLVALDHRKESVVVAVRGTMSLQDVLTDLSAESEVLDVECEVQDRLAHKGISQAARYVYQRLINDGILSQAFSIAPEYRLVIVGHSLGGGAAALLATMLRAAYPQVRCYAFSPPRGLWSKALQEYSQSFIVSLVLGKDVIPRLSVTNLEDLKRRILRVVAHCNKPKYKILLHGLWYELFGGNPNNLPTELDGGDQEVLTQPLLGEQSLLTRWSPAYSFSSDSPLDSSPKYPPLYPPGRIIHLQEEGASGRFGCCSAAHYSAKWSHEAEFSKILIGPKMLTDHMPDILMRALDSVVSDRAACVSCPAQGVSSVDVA
Rtt109 Vps75: inhibitors of C. albicans Rtt109/Vps75 HAT, primary screen, biochemical, ThioGlo CoA-SH fluorescence, plate reader; AID 540336, 2011; actives 0.16% (n = 330,000); inhibition, % at 34.9 µM; purified Rtt109/Vps75, 4 h;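 active means inhibition of at least 50% in every replicate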
Target sequence (Q5AAJ8 whole entry, looked up): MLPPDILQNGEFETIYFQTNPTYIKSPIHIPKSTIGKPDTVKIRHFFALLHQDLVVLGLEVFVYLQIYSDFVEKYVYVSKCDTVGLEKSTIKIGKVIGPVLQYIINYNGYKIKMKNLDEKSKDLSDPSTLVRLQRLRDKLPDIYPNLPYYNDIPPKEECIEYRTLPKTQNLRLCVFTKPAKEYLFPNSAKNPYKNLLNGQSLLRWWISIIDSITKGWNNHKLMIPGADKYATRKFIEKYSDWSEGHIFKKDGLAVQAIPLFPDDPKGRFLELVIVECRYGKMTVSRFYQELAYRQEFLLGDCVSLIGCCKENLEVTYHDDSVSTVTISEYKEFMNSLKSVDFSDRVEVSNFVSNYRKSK
Starred values were filed as active, the others as inactive; x = no result given.

nr	Molecule	CAL PDZ FP	AddAB inh	Wnt bcat act	Tat transport	phage Ecoli inh	E coli growth	PvdQ acylase	PfHsp90 yeast 2	DAGLB inhibitor	Rtt109 Vps75
1	O=C1NC2(CCCCCC2)N=C1c1ccc(F)cc1	0.2	0.0	1	1	4.4	-0.6	-13	x	-2	-6
2	CC(=O)N1CCN(S(=O)(=O)c2ccc3c(c2)OCCO3)CC1	-1.9	-0.4	-1	2	-0.3	-2.4	-8	10	-1	-6
3	CC1CCCCN1C(=O)COC(=O)CNC(=O)c1ccc(Cl)cc1Cl (stereo unspecified)	-2.4	-2.0	-2	-10	2.2	-3.2	-14	5	2	-2
4	CC(C)(C)CN1CCNC(=O)C1CC(=O)NCCN1CCCc2ccccc21 (stereo unspecified)	0.2	2.1	-1	-5	1.4	1.2	-10	-7	-1	9
5	Cc1ccc(S(=O)(=O)N2CCN(C(=O)Cn3c(=O)cnc4ccccc43)CC2)c(C)c1	-1.2	0.3	69*	6	0.2	0.6	-13	2	1	-3
6	C#CCOc1ccc(Br)cc1/C=N/O	0.0	2.5	x	2	3.1	-0.4	-24	x	-2	-7
7	Cc1cc(C(=O)NC2CCCc3ccccc32)c(C)o1 (stereo unspecified)	0.1	0.3	x	-11	0.9	-1.1	-3	15	-4	-9
8	COc1ccc(Oc2cnn(-c3ccccc3)c(=O)c2Br)cc1	-3.5	0.3	1	-4	3.5	1.1	3	3	-5	11
9	O=C(O)c1c(-c2ccc(Cl)cc2)cn2ccccc12	-1.8	-2.2	2	6	2.2	-2.2	-18	19	1	-4
10	COc1ccc(CNC(=O)CSC(=S)N2CCCC2)cc1	1.5	x	-1	1	1.3	x	7	11	-1	-3
11	CCCn1c(=O)n(CC(=O)NCC2CCCO2)c(=O)c2c3c(sc21)COC(C)(C)C3 (stereo unspecified)	-2.4	3.7	2	-11	1.8	-2.7	0	-7	0	10
12	CCCC(NC(=O)CCl)c1ccccc1 (stereo unspecified)	-1.5	3.8	0	5	2.8	-1.7	4	-7	-1	-2
13	CCC(C)(C)n1nnnc1C(c1ccc(OC)c(OC)c1)N1CCN(c2ccc(OC)cc2)CC1 (stereo unspecified)	-2.0	2.6	x	-5	1.7	-0.6	-14	-27	-1	3
14	O=C(COC(=O)c1ccc2ccccc2n1)Nc1ncc(C(F)(F)F)cc1Cl	-1.7	1.6	x	5	4.2	-1.0	-9	-3	1	-7
15	Cc1cc(C)n(C(=O)c2ccc(Cn3nc(C)c(Br)c3C)o2)n1	-0.5	1.9	-4	2	0.2	2.0	-2	-17	-4	-12
16	CN(C)S(=O)(=O)N(CC(=O)Nc1ccc(F)c(F)c1)c1ccccc1	-3.0	0.9	-1	3	1.9	-1.9	-9	11	-3	-2
17	CC(C)C(C)NC(=O)COc1ccc(S(=O)(=O)N2CCOCC2)cc1[N+](=O)[O-] (stereo unspecified)	-2.8	5.5	x	8	5.2	-1.0	-6	-6	2	-15
18	CC1CCCCC1NC(=O)c1ccc(NS(=O)(=O)c2ccc3[nH]c(=O)[nH]c3c2)cc1 (stereo unspecified)	-1.6	2.1	-27	2	1.9	1.1	-11	x	1	2
19	Cc1[nH]c2ccccc2c1C(c1ccccn1)c1c(C)[nH]c2ccccc12	-1.9	0.7	3	-4	3.3	-3.1	16	-12	13	5
20	CCOC(=O)CSc1nnc(CNC(=O)c2ccc(S(=O)(=O)N3CCOCC3)cc2)n1C	-2.0	-1.2	-3	-5	2.6	-0.9	1	5	-1	14
21	O=c1c2nnn(Cc3ccc(Cl)cc3)c2ncn1Cc1ccc(F)cc1	-1.4	2.2	0	-4	x	-0.8	-8	0	-4	1
22	CCOC(=O)c1c(C)nc2c(c1-c1ccccc1)C(=O)CC(C)(C)C2	0.2	1.0	x	17	1.6	-0.7	8	4	-1	-1
23	COc1ccc(CN2CC(C(=O)NCCCN3CCOCC3)CC2=O)cc1 (stereo unspecified)	-0.5	1.9	x	-10	3.6	-0.1	-13	3	0	4
24	Nc1nonc1OCCOCCOCCOc1nonc1N	-3.3	0.7	-3	-5	2.2	1.8	-12	40	-1	-5
25	COc1cccc(/C=C2\CCC(C3CCCC3)C2=O)c1OC (stereo unspecified)	0.4	-0.4	30	16	-2.3	-1.7	-3	-5	-12	5
26	O=C(Nc1ccc(/C=C/c2nc3ccccc3o2)cc1)c1cccc(C(F)(F)F)c1	0.7	3.5	x	-1	0.2	-0.3	-4	-5	-4	7
27	COc1ccc(CCNC(=O)CSc2nnc3ccc(-c4ccccn4)nn23)cc1OC	-0.5	2.0	1	4	7.3	2.1	-4	-23	0	-22
28	Cc1ccc(NC(=S)N2CCN(C(=O)c3ccccc3)CC2)c(C)c1	-0.5	1.1	-1	-7	3.6	0.0	-12	8	2	0
29	Cc1ccc(C)c(OCC(=O)O/N=C(\N)c2cccnc2)c1	0.1	-1.8	7	-7	1.3	-2.6	-8	-20	-6	-3
30	O=C(c1cc(COc2cccc3cnccc23)on1)N1CCCC(CCCO)C1 (stereo unspecified)	-4.7	2.1	-5	4	2.9	0.2	-23	42	0	-1

The listing continues.
nr	Molecule	CAL PDZ FP	AddAB inh	Wnt bcat act	Tat transport	phage Ecoli inh	E coli growth	PvdQ acylase	PfHsp90 yeast 2	DAGLB inhibitor	Rtt109 Vps75
31	CC(NC(=O)COC(=O)c1ccc2c(c1)OCCO2)c1ccccc1 (stereo unspecified)	-0.6	-1.8	-6	3	3.6	0.2	2	13	-3	7
32	CCc1cc2c(=O)c(Oc3ccccc3F)c(C)oc2c(CN(C)C)c1O	-0.3	-0.3	2	-3	1.7	2.9	0	2	1	-3
33	O=C(O)c1cccc(Nc2nc3ccccc3nc2NS(=O)(=O)c2ccccc2)c1	-0.9	-0.1	-4	5	1.1	-1.2	-4	x	6	1
34	COc1cc2c(cc1OC)CN(c1ccc3ccccc3n1)CC2	-2.9	1.7	7	-3	0.3	1.2	1	16	-1	-123
35	CC(C)N1C(=O)C2(OCCCO2)c2cc(Br)ccc21	-3.7	4.5	0	2	2.0	0.5	-5	8	-5	-3
36	CC1CCN(C(=O)COC(=O)c2ccc(N3CCCC3=O)cc2)CC1	-0.5	1.1	0	-8	2.4	1.6	-20	-3	0	10
37	COc1ccc(OCC(=O)NNC(=O)C2CCC2)cc1	-0.4	0.0	6	1	-0.5	0.5	-9	-18	0	5
38	CN(Cc1ccc(F)cc1)C(=O)c1cccc(S(=O)(=O)NCc2ccccc2)c1	0.1	0.7	-4	-1	4.4	2.5	6	8	-1	1
39	Cc1c(NC(=O)NC(C)N2C(=O)C3C4C=CC(C4)C3C2=O)c(=O)n(-c2ccccc2)n1C (stereo unspecified)	-0.8	4.4	x	0	2.3	1.2	-8	-16	0	-2
40	N#CCCn1cc(C(=O)CN2C(=O)C(=O)N(C3CCCC3)C2=O)c2ccccc21	-2.3	x	-1	-6	2.7	x	-3	x	0	-1
41	c1ccc(CSc2nnc(-c3sccc3-n3cccc3)o2)cc1	-1.5	2.5	-1	4	3.3	1.4	4	-22	-22	10
42	CCOC(=O)C1(Cc2cccc(F)c2)CCN(C(=O)c2cscn2)CC1	-0.7	0.3	-2	4	3.8	-1.3	-6	11	-2	5
43	COc1ccc(NC(=O)Oc2cc(C)ccc2C(C)C)cc1	-0.9	1.2	8	-11	0.4	3.3	-12	-4	-4	-8
44	O=[N+]([O-])c1ccccc1-c1ccc(CN2CCN(c3ccccc3)CC2)o1	x	3.7	-2	7	-3.1	-0.9	-19	-7	-13	8
45	O=C(O)c1nn(CCOc2cccc(Br)c2)c(=O)c2ccccc12	-2.7	0.2	-1	4	-0.6	-1.3	2	-17	1	-1
46	Cc1ccccc1NC(=O)Cc1nc(CCl)cs1	-0.7	3.1	-1	-4	2.1	1.8	-15	26	-3	3
47	O=S(=O)(c1cccs1)N1CN(Cc2ccccc2)c2nc3ccccc3nc21	0.4	1.4	x	1	4.1	3.2	4	14	0	10
48	Cc1nc(-c2cccc(S(=O)(=O)N3CCCCC3)c2)cs1	-2.8	0.8	21	5	2.3	0.2	-5	2	-2	-7
49	CC(CNC(=O)c1ccc(OC2CCN(Cc3ccccn3)CC2)cc1)c1ccccc1 (stereo unspecified)	-1.9	-2.0	1	-3	0.4	-3.7	-2	11	1	3
50	CCOC(=O)N1CCN(S(=O)(=O)c2c(C)nc3scc(C)n3c2=O)CC1	-0.3	2.2	-1	-7	2.0	-1.9	-8	24	-1	-2
51	CCCN(CC(=O)Nc1ccccc1C)C(=O)c1cnc(C)cn1	-1.9	x	1	12	-3.9	x	-24	x	2	-2
52	Cc1ccccc1N(CC(=O)NCC1CCCO1)C(=O)C1(C)CC(=O)N=C2C=CC=CN21 (stereo unspecified)	-1.4	3.4	x	-6	4.2	0.5	1	x	2	-1
53	O=C(/C=C/c1ccccc1F)N1CCN(c2ccccn2)CC1	-1.6	5.7	-2	3	2.6	0.1	0	-4	-7	6
54	CN(C)c1ccc(S(=O)(=O)NCC(=O)OCC(=O)c2ccc[nH]2)cc1[N+](=O)[O-]	-0.2	1.3	-4	-3	-1.0	-1.3	-12	-7	3	0
55	Cc1cccc2c1-c1sc(C(=O)NCCCN3CCC(C)CC3)cc1CO2	-4.3	0.4	7	4	2.8	-2.8	-4	4	2	-177
56	O=[N+]([O-])c1ccc(N2N=C(c3ccco3)CC2c2ccccc2)cc1 (stereo unspecified)	-0.1	1.1	1	1	-2.9	-3.3	24	-14	6	-16
57	Cc1cccc(NC(=O)/C(C#N)=C/c2cccc([N+](=O)[O-])c2)n1	-0.5	5.0	1	-3	0.9	1.5	-4	-7	3	-2
58	CCN(CC(=O)NCCCn1ccnc1)S(=O)(=O)c1ccc(C)cc1	-0.9	4.4	2	-3	0.5	1.8	-27	15	-2	-4
59	COc1ccc(C(C)=O)cc1CSc1nnc(Nc2ccccc2)s1	-1.0	0.0	0	10	5.0	0.0	-5	x	2	0
60	Cn1cc(C(=O)O)c(-c2ccc3c(c2)OCCCO3)n1	0.8	2.8	-1	-3	0.9	0.8	-9	-9	-1	-3
61	CCC(C)NC(=O)c1ccc(COc2ccccc2Cl)cc1 (stereo unspecified)	-1.4	1.6	x	0	1.9	2.2	-13	x	-2	-7
62	C=CCn1c(=S)sc2c(=O)[nH]cnc21	x	2.1	4	x	0.7	-0.7	x	x	x	x
63	COCCN(Cc1nc(C2(c3ccc(C)cc3)CCCC2)no1)C(C)C	-0.3	-2.6	-2	11	2.0	-2.0	-11	x	-10	6

Shown as a hit in Wnt bcat act, among the entries above:
#	SMILES	CAL PDZ FP	Wnt bcat act	Tat transport	phage Ecoli inh	PvdQ acylase	DAGLB inhibitor	Rtt109 Vps75
5	Cc1ccc(S(=O)(=O)N2CCN(C(=O)Cn3c(=O)cnc4ccccc43)CC2)c(C)c1	-1.2	69*	6	0.2	-13	1	-3

Some entries already given, limited to Wnt bcat act, PfHsp90 yeast 2 and phage Ecoli inh:
nr	SMILES	Wnt bcat act	PfHsp90 yeast 2	phage Ecoli inh
47	O=S(=O)(c1cccs1)N1CN(Cc2ccccc2)c2nc3ccccc3nc21	x	14	4.1
63	COCCN(Cc1nc(C2(c3ccc(C)cc3)CCCC2)no1)C(C)C	-2	x	2.0

From PubChem BioAssay
